Assay outcomes: PubChem BioAssay, The Scripps Research Institute Molecular Screening Center
LYPLA2 inh = LYPLA2 (human) inhibition in PME1 counter-screen | O95372 | recombinant LYPLA2, FP-Rh probe fluorescence polarization | inhibition, % at 5.9 µM | 320,000 compounds, 0.38% hits | AID 2177;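 active = inhibition above the screen-wide mean plus 3 SD, limit set per campaign, cut at about 26% in these data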;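 also: 0% = LYPLA2 with DMSO and 100% = wells lacking LYPLA2 enzyme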
Target sequence (O95372 whole entry, looked up): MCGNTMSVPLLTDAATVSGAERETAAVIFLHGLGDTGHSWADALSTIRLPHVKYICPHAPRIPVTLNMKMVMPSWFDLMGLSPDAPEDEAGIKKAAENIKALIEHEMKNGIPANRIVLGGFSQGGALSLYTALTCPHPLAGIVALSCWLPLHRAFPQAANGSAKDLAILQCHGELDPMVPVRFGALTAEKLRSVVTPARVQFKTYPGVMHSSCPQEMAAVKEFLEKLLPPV
LYPLA1 inh = counter-screen for PME1 inhibitors: inhibitors of human LYPLA1; inhibition, % at 5.9 µM; AID 2174; 320,000 compounds, 0.16% hits; recombinant LYPLA1, FP-Rh probe fluorescence polarization; O75608;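 active = inhibition above the mean of all tested compounds plus 3 SD, set per campaign, cut at about 14% in these data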;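 also: inhibitors block serine hydrolase probe labeling of LYPLA1 so polarization falls; 0% = enzyme with DMSO and 100% = wells lacking LYPLA1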
Target sequence (O75608 whole entry, looked up): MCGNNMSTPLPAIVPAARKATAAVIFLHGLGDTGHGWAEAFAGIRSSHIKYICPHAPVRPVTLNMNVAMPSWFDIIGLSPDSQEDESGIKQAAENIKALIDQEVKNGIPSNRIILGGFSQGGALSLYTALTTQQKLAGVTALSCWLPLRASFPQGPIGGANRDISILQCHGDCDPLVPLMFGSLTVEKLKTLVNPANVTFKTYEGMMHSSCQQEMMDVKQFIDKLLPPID
PREPL inh = inhibitors of human prolyl oligopeptidase-like enzyme PREPL; Q4J6C6; recombinant PREPL, fluorescence polarization activity-based probe; inhibition, % at 5.96 µM; 320,000 compounds, 0.68% hits; AID 2751; in the data active = inhibition above about 43%;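 also: 0% = enzyme with DMSO and 100% = wells lacking enzyme; many of its hits are not listed in these tables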
PAFAH2 FP inh = inhibitors of human PAFAH2 | inhibition, % at 3.39 µM | Q99487 | recombinant PAFAH2, FP-rhodamine activity probe, fluorescence polarization | AID 492956 | 340,000 compounds, 0.99% hits;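 active = inhibition above the mean over all tested compounds plus 3 SD, cut at about 30% in these data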;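 also: inhibitors block probe labeling of enzyme so polarization drops; 0% = enzyme with DMSO and 100% = wells lacking PAFAH2 protein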
PAFAH1B2 inh = PAFAH1B2 (human) inhibition; P68402; recombinant PAFAH1B2, FP-rhodamine activity probe, fluorescence polarization; inhibition, % at 3.39 µM; 340,000 compounds, 1.2% hits; AID 492953;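 active = inhibition above the mean of all tested compounds plus 3 SD, cut at about 24% in these data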;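 also: 0% = enzyme with DMSO and 100% = wells lacking PAFAH1B2; many of its hits are not listed in these tables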
EBNA-1 inh = blocks EBNA-1 binding to DNA. EBNA-1 DNA binding, fluorescence polarization. inhibition, % at 14.8 µM. 300,000 compounds, 0.34% hits; in the data active = inhibition above about 28%
PAFAH1B3 inh = PAFAH1B3 (human) inhibition. Q15102. recombinant PAFAH1B3, FP-rhodamine probe, fluorescence polarization. inhibition, % at 3.39 µM. 340,000 compounds, 0.28% hits;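 active = inhibition above the screen-wide average of all tested compounds plus 3 SD, cut at about 25% in these data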;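 also: 0% = enzyme with DMSO only and 100% = wells lacking PAFAH1B3 protein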
Target sequence (Q15102 whole entry, looked up): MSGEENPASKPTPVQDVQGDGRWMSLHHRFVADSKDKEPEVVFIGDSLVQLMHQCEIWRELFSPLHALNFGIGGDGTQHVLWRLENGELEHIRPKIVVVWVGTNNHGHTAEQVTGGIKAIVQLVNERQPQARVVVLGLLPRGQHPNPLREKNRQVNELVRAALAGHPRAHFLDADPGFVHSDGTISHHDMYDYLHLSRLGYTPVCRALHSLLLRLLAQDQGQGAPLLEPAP
pPAFAH inh = pPAFAH (human) enzyme inhibition; Q13093; recombinant pPAFAH, FP-rhodamine probe fluorescence polarization; inhibition, % at 3.39 µM; 330,000 compounds, 1.5% hits; AID 463082;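 active = inhibition above the mean inhibition across the screen plus 3 SD, cut at about 25% in these data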;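 also: inhibitors block binding of the rhodamine activity-based probe so polarization drops; 0% = enzyme with DMSO and 100% = wells lacking pPAFAH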
ZTA DNA inh = blocks Epstein-Barr virus ZTA, an EBNA-1 counter-screen; P03206; ZTA-DNA binding, fluorescence polarization; inhibition, % at 11 µM; 320,000 compounds, 0.15% hits; AID 2234; in the data active = inhibition above about 33%
Target sequence (P03206 whole entry, looked up): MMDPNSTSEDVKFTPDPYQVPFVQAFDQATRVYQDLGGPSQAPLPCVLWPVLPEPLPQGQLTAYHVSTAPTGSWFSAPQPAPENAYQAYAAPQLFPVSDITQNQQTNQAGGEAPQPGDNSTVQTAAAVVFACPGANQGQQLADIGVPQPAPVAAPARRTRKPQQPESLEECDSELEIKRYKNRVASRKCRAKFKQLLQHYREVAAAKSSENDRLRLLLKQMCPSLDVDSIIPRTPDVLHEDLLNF
An asterisk follows results filed as active. Some of the compounds tested (hit frequency here may not be typical).

How did CC(C)Cc1cc(C(=O)Nc2cccnc2)no1 do in these assays?
LYPLA2 inh: 4.6; LYPLA1 inh: 1.9; PREPL inh: 0.8; PAFAH2 FP inh: -0.6; PAFAH1B2 inh: 0.6; EBNA-1 inh: -3.4; PAFAH1B3 inh: -4.5; pPAFAH inh: 5.1; ZTA DNA inh: -5.5

Results for O=C(C[n+]1cccc(O)c1)NCc1ccc(Cl)cc1 ?
LYPLA2 inh: -1.0; LYPLA1 inh: 2.8; PREPL inh: 4.5; PAFAH2 FP inh: 7.5; PAFAH1B2 inh: -3.8; EBNA-1 inh: 3.7; PAFAH1B3 inh: -1.0; pPAFAH inh: 3.6; ZTA DNA inh: -3.0

What do the screens show for `CCOC(=O)c1ccc(NC(=O)CN2C(=O)CNC2=O)cc1`?
LYPLA2 inh: -1.8; LYPLA1 inh: -2.4; PREPL inh: 8.7; PAFAH2 FP inh: -10.0; PAFAH1B2 inh: 2.0; EBNA-1 inh: -4.1; PAFAH1B3 inh: 8.3; pPAFAH inh: -4.4; ZTA DNA inh: -7.9

Results for Cc1ccnn1-c1ccc(C(=O)NCC(c2ccco2)N2CCCC2)cc1 (stereo not given) ?
LYPLA2 inh: 2.8; LYPLA1 inh: 2.7; PREPL inh: 12.2; PAFAH2 FP inh: -1.1; PAFAH1B2 inh: 3.1; PAFAH1B3 inh: 1.1; pPAFAH inh: -2.8; ZTA DNA inh: 9.9

Results for O=C(c1cccc(F)c1)N1CCN(Cc2ccc3c(c2)OCO3)CC1 ?
LYPLA2 inh: -2.8; LYPLA1 inh: -1.5; PREPL inh: 17.7; PAFAH2 FP inh: -2.1; PAFAH1B2 inh: 5.6; EBNA-1 inh: 1.0; PAFAH1B3 inh: 5.3; pPAFAH inh: 1.8; ZTA DNA inh: 5.0

Results for CCOc1[nH]n(-c2ccccc2)c(=O)c1C=NCc1ccncc1 ?
LYPLA2 inh: -0.9; LYPLA1 inh: 0.8; PREPL inh: 8.0; PAFAH2 FP inh: 2.6; PAFAH1B2 inh: 0.8; EBNA-1 inh: 4.6; PAFAH1B3 inh: 6.7; pPAFAH inh: 1.2; ZTA DNA inh: -15.3

Results for CCNC(=O)C(=O)N/N=C/c1cc([N+](=O)[O-])ccc1O ?
LYPLA2 inh: 0.5; LYPLA1 inh: 1.5; PREPL inh: 5.5; PAFAH2 FP inh: -2.1; PAFAH1B2 inh: 3.6; EBNA-1 inh: -1.9; PAFAH1B3 inh: 4.1; pPAFAH inh: 4.2; ZTA DNA inh: -7.1

What do the screens show for `CN1CCN(C2=C(NS(=O)(=O)c3cccs3)C(=O)c3ccccc3C2=O)CC1`?
LYPLA2 inh: 2.7; LYPLA1 inh: -1.2; PREPL inh: -0.3; PAFAH2 FP inh: -3.4; PAFAH1B2 inh: 2.5; EBNA-1 inh: 7.3; PAFAH1B3 inh: 9.9; pPAFAH inh: 2.8; ZTA DNA inh: 15.5

Results for COc1ccc(OCC(O)CNC(=O)Nc2ccccc2)cc1 (stereo not given) ?
LYPLA2 inh: 7.8; LYPLA1 inh: 1.8; PREPL inh: 10.7; PAFAH2 FP inh: 8.7; PAFAH1B2 inh: -1.1; EBNA-1 inh: 1.4; PAFAH1B3 inh: 9.6; pPAFAH inh: 6.5; ZTA DNA inh: -8.9

How did Cc1csc(NC(=O)C2CCCN(S(=O)(=O)c3cccnc3)C2)n1 (stereo not given) do in these assays?
LYPLA2 inh: -5.7; LYPLA1 inh: 1.0; PREPL inh: -2.7; PAFAH2 FP inh: -1.7; PAFAH1B2 inh: 4.3; EBNA-1 inh: 7.3; PAFAH1B3 inh: 4.2; pPAFAH inh: 4.2; ZTA DNA inh: 7.9

Results for Cc1ccc2nc(/C(C#N)=C\c3cc(O)ccc3[N+](=O)[O-])[nH]c2c1 ?
LYPLA2 inh: -5.5; LYPLA1 inh: -5.3; PREPL inh: 3.0; PAFAH2 FP inh: 16.0; PAFAH1B2 inh: 5.2; EBNA-1 inh: -3.5; PAFAH1B3 inh: -0.9; pPAFAH inh: 5.5; ZTA DNA inh: -2.1

Results for CC(=O)/C(C#N)=C1\NC(=O)C(Cc2ccccc2Cl)S1 (stereo not given) ?
LYPLA2 inh: 2.0; LYPLA1 inh: -0.4; PREPL inh: 4.0; PAFAH2 FP inh: 4.0; PAFAH1B2 inh: 10.2; EBNA-1 inh: 9.5; PAFAH1B3 inh: -3.2; pPAFAH inh: -5.2; ZTA DNA inh: -8.8

How did C=CCNc1cc(C)oc(=O)c1C(=O)CCC do in these assays?
LYPLA2 inh: -1.5; LYPLA1 inh: 1.9; PREPL inh: 9.2; PAFAH2 FP inh: 0.3; PAFAH1B2 inh: -4.0; EBNA-1 inh: -2.1; PAFAH1B3 inh: 2.0; pPAFAH inh: -3.0; ZTA DNA inh: -5.1

Results for CCC1CCCCN1CCCNC(=O)c1ccc2c(c1)c(C)c(C)n2CC (stereo not given) ?
LYPLA2 inh: -7.8; LYPLA1 inh: -1.6; PREPL inh: 13.3; PAFAH2 FP inh: -0.4; PAFAH1B2 inh: 4.4; EBNA-1 inh: 6.4; PAFAH1B3 inh: 4.8; pPAFAH inh: 4.4; ZTA DNA inh: 4.8

Results for CC(O)CSc1nc2c(c(=O)n(C)c(=O)n2C)n1CCCc1ccccc1 (stereo not given) ?
LYPLA2 inh: -2.0; LYPLA1 inh: -3.1; PREPL inh: -4.8; PAFAH2 FP inh: -4.4; PAFAH1B2 inh: -0.1; EBNA-1 inh: -5.8; PAFAH1B3 inh: -7.2; pPAFAH inh: 0.2; ZTA DNA inh: 6.5

How did CCC1(c2ccc(F)cc2)NC(=O)N(CC(=O)NC2CC2)C1=O (stereo not given) do in these assays?
LYPLA2 inh: -3.4; LYPLA1 inh: 1.7; PREPL inh: -1.7; PAFAH2 FP inh: -2.0; PAFAH1B2 inh: 0.4; EBNA-1 inh: -3.6; PAFAH1B3 inh: -0.8; pPAFAH inh: 1.3; ZTA DNA inh: 4.7

Results for Cc1ccc(-n2nc3c(c2NC(=O)c2ccco2)CS(=O)C3)cc1 (stereo not given) ?
LYPLA2 inh: -1.8; LYPLA1 inh: 0.2; PREPL inh: 10.4; PAFAH2 FP inh: -3.3; PAFAH1B2 inh: 7.1; EBNA-1 inh: 2.4; PAFAH1B3 inh: 1.1; pPAFAH inh: -1.3; ZTA DNA inh: -7.3

Results for Clc1ccc(-n2nnc(-c3cccnc3Cl)n2)cn1 ?
LYPLA2 inh: 6.0; LYPLA1 inh: -1.6; PREPL inh: 11.4; PAFAH2 FP inh: 1.4; PAFAH1B2 inh: -0.1; EBNA-1 inh: 5.9; PAFAH1B3 inh: 2.4; pPAFAH inh: -0.3; ZTA DNA inh: -8.6

Results for CCCC(=O)Nc1ccc(-c2nc3cc(C)c(C)cc3o2)cc1 ?
LYPLA2 inh: -15.5; LYPLA1 inh: -5.4; PREPL inh: -5.5; PAFAH2 FP inh: -2.1; PAFAH1B2 inh: -0.6; EBNA-1 inh: -9.3; PAFAH1B3 inh: -4.7; pPAFAH inh: -1.2; ZTA DNA inh: -11.7

Results for Cc1cccc(OCC(=O)Nc2nc(-c3ccncc3)cs2)c1 ?
LYPLA2 inh: -0.1; LYPLA1 inh: -2.3; PREPL inh: 1.6; PAFAH2 FP inh: -5.2; PAFAH1B2 inh: -3.8; PAFAH1B3 inh: -2.5; pPAFAH inh: 3.0; ZTA DNA inh: -6.3

How did CCSc1nnc(NC(=O)c2cccc(S(=O)(=O)N(C)c3ccc(C)cc3)c2)s1 do in these assays?
LYPLA2 inh: 6.6; LYPLA1 inh: -0.5; PREPL inh: 10.0; PAFAH2 FP inh: 2.9; PAFAH1B2 inh: 14.0; EBNA-1 inh: 0.8; PAFAH1B3 inh: 0.5; pPAFAH inh: 14.5; ZTA DNA inh: 0.0

Results for O=C(Nc1ccccc1C(F)(F)F)c1cccnc1 ?
LYPLA2 inh: 7.3; LYPLA1 inh: 1.7; PREPL inh: 1.2; PAFAH2 FP inh: -2.4; PAFAH1B2 inh: -1.3; EBNA-1 inh: -3.7; PAFAH1B3 inh: 9.4; pPAFAH inh: 3.5; ZTA DNA inh: 7.7

Results for Cc1ccc2nc(NC(=O)C3CCCN(S(=O)(=O)c4cccc5nsnc45)C3)sc2c1 (stereo not given) ?
LYPLA2 inh: -16.3; LYPLA1 inh: -12.1; PREPL inh: 4.3; PAFAH2 FP inh: -6.8; PAFAH1B2 inh: -1.9; EBNA-1 inh: -3.6; PAFAH1B3 inh: 4.0; pPAFAH inh: -2.7; ZTA DNA inh: -14.1

Results for CS(=O)(=O)N1CCc2cc(C(=O)Nc3ccc(Br)cc3)ccc21 ?
LYPLA2 inh: -2.1; LYPLA1 inh: -5.6; PREPL inh: 1.9; PAFAH2 FP inh: 2.6; PAFAH1B2 inh: 6.0; EBNA-1 inh: 2.0; PAFAH1B3 inh: 8.4; pPAFAH inh: -4.2; ZTA DNA inh: -2.8

How did C=CCc1cc(C)ccc1OCCOCCn1ccnc1 do in these assays?
LYPLA2 inh: 5.8; LYPLA1 inh: 2.1; PREPL inh: 23.4; PAFAH2 FP inh: 12.3; PAFAH1B2 inh: 1.9; EBNA-1 inh: 9.0; PAFAH1B3 inh: 0.5; pPAFAH inh: 4.0; ZTA DNA inh: -0.9

How did CCOc1cc(/C=C/c2nc3cc(C)c(C)cc3s2)ccc1OCC(=O)N1CCOCC1 do in these assays?
LYPLA2 inh: -0.7; LYPLA1 inh: -1.5; PREPL inh: 17.5; PAFAH2 FP inh: -1.1; PAFAH1B2 inh: 4.2; EBNA-1 inh: -1.7; PAFAH1B3 inh: 0.3; pPAFAH inh: 6.5; ZTA DNA inh: 16.0

What do the screens show for `CCOc1cc(C)c(C(C)C)cc1S(=O)(=O)n1ccc(C)n1`?
LYPLA2 inh: 1.8; LYPLA1 inh: -1.2; PREPL inh: 10.3; PAFAH2 FP inh: 5.5; PAFAH1B2 inh: 3.5; EBNA-1 inh: -3.8; PAFAH1B3 inh: 7.0; pPAFAH inh: 6.7; ZTA DNA inh: 5.7

How did CCSC1=NCCN1C(=O)c1ccc(S(=O)(=O)N(CC)CC)cc1 do in these assays?
LYPLA2 inh: 2.2; LYPLA1 inh: -6.1; PREPL inh: 6.4; PAFAH2 FP inh: -0.5; PAFAH1B2 inh: 2.5; EBNA-1 inh: 2.3; PAFAH1B3 inh: 0.1; pPAFAH inh: 7.1; ZTA DNA inh: 0.2

What do the screens show for `COc1ccc(NC(=O)CCNS(=O)(=O)c2ccc(Br)s2)cc1`?
LYPLA2 inh: -7.8; LYPLA1 inh: -7.8; PREPL inh: -7.8; PAFAH2 FP inh: 14.2; PAFAH1B2 inh: 4.8; EBNA-1 inh: -2.5; PAFAH1B3 inh: 8.9; pPAFAH inh: -17.7; ZTA DNA inh: -1.7

Part of the list above in order of formula weight, largest number first.
How did CCOc1cc(/C=C/c2nc3cc(C)c(C)cc3s2)ccc1OCC(=O)N1CCOCC1 do in these assays?
LYPLA2 inh: -0.7; LYPLA1 inh: -1.5; PREPL inh: 17.5; PAFAH2 FP inh: -1.1; PAFAH1B2 inh: 4.2; EBNA-1 inh: -1.7; PAFAH1B3 inh: 0.3; pPAFAH inh: 6.5; ZTA DNA inh: 16.0

Results for CS(=O)(=O)N1CCc2cc(C(=O)Nc3ccc(Br)cc3)ccc21 ?
LYPLA2 inh: -2.1; LYPLA1 inh: -5.6; PREPL inh: 1.9; PAFAH2 FP inh: 2.6; PAFAH1B2 inh: 6.0; EBNA-1 inh: 2.0; PAFAH1B3 inh: 8.4; pPAFAH inh: -4.2; ZTA DNA inh: -2.8

What do the screens show for `CCOc1cc(C)c(C(C)C)cc1S(=O)(=O)n1ccc(C)n1`?
LYPLA2 inh: 1.8; LYPLA1 inh: -1.2; PREPL inh: 10.3; PAFAH2 FP inh: 5.5; PAFAH1B2 inh: 3.5; EBNA-1 inh: -3.8; PAFAH1B3 inh: 7.0; pPAFAH inh: 6.7; ZTA DNA inh: 5.7
